High-throughput results: PubChem BioAssay, National Center for Advancing Translational Sciences (NCATS)
WRN inhibitor: inhibitors of human WRN helicase | Q14191 | WRN helicase unwinding, fluorescent forked duplex, kinetic | Potency, µM (top dose mostly 114 µM), inactives show at the top dose activity change, negative = inhibition, hits mostly inhibitors | 0.46% of 360,000 active | AID 651768; further: potency means the concentration at half of the fitted maximal effect; on the % scale 0 is the no-effect control and ±100 the full control effect; nearly all actives have a fitted effect of over 55% in size
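Fluorescence dequenching readout, ex 525 nm/em 598 nm, kinetic mode: forked duplex DNA (100 nM final) with adjacent fluorophore and quencher unwound by WRN (20 nM final) with 2 mM ATP. Compound preincubation 15 min, room temperature.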
PI5P4Ka inh: PI5P4K alpha (human) kinase inhibition; max response, %; P48426; 1.2% of 330,000 active; PI5P4Kalpha enzyme, ADP-Glo luminescence, 60 min; stronger effect = lower value; active means max response of -50% or lower; inconclusive means between -30% and -50%; inactive means -30% or higher; further: value at the top dose of about 77 µM; on the % scale 0 is the no-effect control and ±100 the full control effect
Target sequence (P48426 whole entry, looked up): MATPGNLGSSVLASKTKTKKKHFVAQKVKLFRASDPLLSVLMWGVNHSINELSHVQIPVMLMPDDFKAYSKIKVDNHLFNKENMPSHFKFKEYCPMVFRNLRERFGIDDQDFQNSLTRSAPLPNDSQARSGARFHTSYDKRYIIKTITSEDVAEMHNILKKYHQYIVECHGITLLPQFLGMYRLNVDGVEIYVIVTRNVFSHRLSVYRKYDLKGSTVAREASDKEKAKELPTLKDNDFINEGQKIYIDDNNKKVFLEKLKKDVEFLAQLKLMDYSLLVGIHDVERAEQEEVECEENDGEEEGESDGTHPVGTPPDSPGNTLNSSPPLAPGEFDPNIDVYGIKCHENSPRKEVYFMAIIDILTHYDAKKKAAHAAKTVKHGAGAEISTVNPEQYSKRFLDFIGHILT
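qHTS, 1536-well: enzyme/substrate mix, compound by pin tool, 5 microM ATP final; RT 60 min; ADP-Glo reagents 1 (45 min) then 2 (30 min); luminescence.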
aSyn rescue: rescues yeast growth from alpha-synuclein toxicity. Yeast expressing alpha-synuclein, growth rescue, BacTiter-Glo, 24 h. Potency, µM (top dose mostly 46.1 µM), inactives show top-dose growth rescue (activation), hits mostly activators. 0.14% of 370,000 active; further: potency means the concentration at half of the fitted maximal effect; % of control where 0% means no effect; nearly all actives have a fitted effect of over 65% in size
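Galactose-induced alpha-syn yeast (OD600=0.02, raffinose-pregrown) + pinned cpd, 24 hr, 30 deg C; growth by BacTiter-Glo luminescence. Growth restoration scores as activation.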
EPAC1 ag: agonists of human EPAC1. O95398. EPAC1 agonist qHTS, biochemical assay; response scale: 100% = response to 6.5 mM cAMP. Potency, µM (doses to about 154 µM), for inactives: at the highest dose activation, actives largely listed as activators. 0.073% of 360,000 active; further: potency means the concentration at half of the fitted maximal effect; nearly all actives have a fitted effect of over 60% in size
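Multi-concentration qHTS readout: loss of Rap1B-bound BODIPY-GDP fluorescence driven by 100 nM EPAC1 with excess GDP (50 uM), monitored kinetically at room temperature; agonist response expressed relative to 6.5 mM cAMP.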
Abeta rescue: restores growth of yeast expressing A-beta42 peptide | Potency, µM (top dose mostly 46.1 µM), for the others: top-dose growth rescue, most hits filed as activators | 0.063% of 410,000 active | AID 1347071 | yeast expressing A-beta42, growth rescue, OD600, 48 h; response scale: 0% DMSO, 100% iron-clioquinol control; further: potency means the concentration at half of the fitted maximal effect; nearly all actives have a fitted effect of over 55% in size
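Yeast growth medium received pinned compounds, then yeast cells expressing toxic A-beta were added; plates incubated at 30 C for 48 hr. Growth read as absorbance at 600 nm, normalized to DMSO and equimolar FeCl3 plus clioquinol controls.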
FUS suppressor: FUS proteinopathy suppression in yeast | Potency, µM (doses to about 76.6 µM), without a hit: top-dose growth rescue (activation), hits mostly activators | 0.24% of 390,000 active | S. cerevisiae FUS-expressing, growth rescue, OD600, 24 h | AID 1347120;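 further: potency means the concentration at half of the fitted maximal effect; plate controls were DMSO vehicle for no effect and reference control for full effect; nearly all actives have a fitted effect of over 55% in size; some results filed as inactive show a strong effect at the top dose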
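Absorbance at 600 nm, taken 24hr after compound addition, measured rescue of FUS-yeast growth at 30C. Induction used 2% galactose with seeding at OD 0.005. Controls: CP55940 from 92uM final, DMSO only.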
PLK1 PBD inh: blocks phosphopeptide binding to human PLK1 polo-box domain; P53350; 2.8% of 360,000 active; Potency, µM, for inactives: max response, negative = inhibition, most hits filed as inhibitors; Plk1 PBD binding of FITC phosphopeptide, fluorescence polarization; AID 720504; further: potency means the concentration at half of the fitted maximal effect; series mostly up to about 57 µM; on the % scale 0 is the no-effect control and ±100 the full control effect; nearly all actives have a fitted effect of over 65% in size
Target sequence (P53350 whole entry, looked up, the tested form may be a part): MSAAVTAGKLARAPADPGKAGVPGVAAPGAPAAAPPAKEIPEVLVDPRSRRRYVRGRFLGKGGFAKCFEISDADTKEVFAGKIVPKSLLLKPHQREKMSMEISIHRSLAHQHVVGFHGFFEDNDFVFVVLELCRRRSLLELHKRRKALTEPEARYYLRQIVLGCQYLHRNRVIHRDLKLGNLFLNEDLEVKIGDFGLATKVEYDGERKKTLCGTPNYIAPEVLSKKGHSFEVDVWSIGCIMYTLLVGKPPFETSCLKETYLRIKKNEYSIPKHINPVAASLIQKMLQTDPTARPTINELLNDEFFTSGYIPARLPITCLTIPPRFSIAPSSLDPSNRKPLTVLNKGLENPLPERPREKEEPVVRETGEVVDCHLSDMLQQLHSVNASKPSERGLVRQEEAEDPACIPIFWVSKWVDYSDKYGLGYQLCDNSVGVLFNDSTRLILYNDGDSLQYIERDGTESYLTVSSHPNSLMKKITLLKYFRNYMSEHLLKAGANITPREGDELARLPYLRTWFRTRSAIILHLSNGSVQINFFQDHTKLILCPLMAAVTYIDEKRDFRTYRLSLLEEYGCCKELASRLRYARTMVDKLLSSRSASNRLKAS
IL-2 act: activators of IL-2; IL-2 activation reporter assay, cell-based qHTS; stimulated with anti-CD3/CD4/CD28 beads; in transgenic mouse T cells; 0.065% of 360,000 active; activation, % (series mostly up to about 46 µM); AID 652025; in the data active means activation above about 50%; inconclusive means mostly about 30% to 49%; further: 0% is about no effect
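Using fluorescent plate cytometry, EGFP and DsRed are detected in transgenic mouse T cells stimulated 18 h at 37 degrees C with antibody-coated beads after 60 min compound pretreatment.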
EPAC1 antag: EPAC1 (human) antagonism; 0.14% of 360,000 active; Potency, µM (series often up to 115 µM), for the others: top-dose activity change, negative = inhibition, most hits filed as inhibitors; AID 720709; EPAC1 GEF assay, Rap1b-BODIPY-GDP exchange fluorescence; O95398;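 further: potency means the concentration at half of the fitted maximal effect; plate controls were vehicle for no effect and positive control for full effect; nearly all actives have a fitted effect of over 50% in size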
Numbers without * were called inactive; ? = inconclusive; . = not tested or not shown; [ ] = remark or other dose. Unless noted, the call rests on the fitted dose curve; in most records, active means well fitted curve in the direction sought with a large enough effect; inconclusive means small, poorly fitted or top-dose-only effect, or another doubt; inactive means no such curve, though single readings can be large; an effect the other way counts as inactive or inconclusive. The order is random; 4.1% or so of the library scored in one or more.

SMILES | WRN inhibitor | PI5P4Ka inh | aSyn rescue | EPAC1 ag | Abeta rescue | FUS suppressor | PLK1 PBD inh | IL-2 act | EPAC1 antag
O=C(COC(=O)c1ccc(Br)o1)Nc1cccc(S(=O)(=O)N2CCCCCC2)c1 | -13% | -3 | 2% | 10% | 18% | 25% | -5% | -2.3 | -5%
COc1ccc(OC)c(S(=O)(=O)N2CCC(C(=O)NCCC3=CCCCC3)CC2)c1 | -6% | 2 | 19% | 6% | 19% | 37% | -2% | 0.8 | -10%
CC1(C(=O)NNC(=S)NCC2CCCO2)CC1(Cl)Cl (stereo not drawn) | 10% | -6 | 0% | 3% | -6% | -17% | 0% | -0.7 | 5%
O=C(O)CCC(=O)Nc1ccc(Br)c(Cl)c1 | -8% | -1 | -4% | -4% | -5% | -17% | 7% | -0.5 | 14%
Cc1scc(C(=O)NNC(=S)NCC(C)C)c1C | -19% | 1 | -5% | 5% | 28% | 5% | -12% | -0.3 | -9%
O=C(c1sc2cc(Cl)ccc2c1Cl)N1CCN(CCc2ccccn2)CC1 | -5% | -3 | 0% | -1% | 5% | 25% | -4% | -1.8 | -23%
O=C(c1ccc(S(=O)(=O)c2ccc(F)cc2)c([N+](=O)[O-])c1)N1CCCCCC1 | -32%[57.1 µM] | -2 | -1% | -5% | -9% | 29% | 4% | -0.9 | 3%
Cc1ccc(C)c(N2CCN(c3nnnn3-c3ccccc3)CC2)c1 | -14% | 16 | 0% | 4% | -11% | 19% | -1% | 0.2 | -6%
Cc1ccc(S(=O)(=O)NC(C)C(=O)NC2CCCCCC2)cc1 (stereo not drawn) | 3%[57.1 µM] | 3 | 3% | 0% | -2% | 4% | -22% | 0.2 | 0%
COCCCNC(=S)N(Cc1ccccc1)Cc1ccc(F)cc1 | -3% | 5 | 3% | 11% | 24% | 11% | 1% | -0.4 | 4%
Cn1nc(-c2ccccc2)c(C(=O)NC(C(=O)O)c2ccccc2)c1Cl (stereo not drawn) | -4% | 3 | -2% | 0% | -15% | 23% | -18% | 0.3 | -23%
O=C1[C@H]2[C@H](C=CC[C@H]2C(=O)N2CCN(c3ccccc3)CC2)CCN1Cc1ccccc1 | -29% | -1 | ? | -4% | 1% | 7% | -9% | 5.5 | -2%
CCOC(=O)C1(CCOc2ccccc2)CCN(Cc2ccc(CO)o2)CC1 | -4% | -1 | -17% | 2% | -2% | 24% | -13% | -3.1 | 1%
Cc1cc(C)c2c(=O)cc(C(F)F)oc2c1 | -3% | 3 | 1% | 1% | 18% | -23% | 2% | 1.2 | 4%
CC1CCN(C(=O)/C(=C\c2cccs2)NC(=O)c2ccccc2)CC1 | 1% | 4 | 4% | -8% | -1% | -22% | -3% | -6.3 | -3%
O=C(CSc1nnnn1C1CC1)Nc1ccc(S(=O)(=O)N2CCOCC2)cc1 | 2% | -1 | 0% | 14% | 4% | -23% | -3% | 0.3 | 6%
O=C(CNC(=O)c1cccs1)NCC(=O)OCC(=O)c1ccc([N+](=O)[O-])cc1 | -23% | -30 | -8% | -8% | -5% | 25% | -15% | -1.1 | -1%
O=C(COC(=O)Cc1c[nH]c2ccccc12)Nc1cccc(Br)c1 | -3% | 4 | ? | 12% | 1% | 4% | -10% | 2.9 | -8%
Cc1ccc(NC(=O)CSc2ccc(C(N)=O)cc2[N+](=O)[O-])cc1 | 4% | -4 | 4% | 7% | 17% | -5% | -10% | 1.0 | -27%
Cc1ccsc1/C=C1\SC(=S)N(CC2CCCO2)C1=O (stereo not drawn) | -6% | -1 | 0% | 11% | 8% | -5% | -3% | 8.1 | 0%
CC1CN(CC(O)c2ccc(Br)cc2)CCO1 (stereo not drawn) | 16% | 3 | -10% | 5% | 15% | -8% | -8% | 0.9 | 13%
CC1=C(C(=O)Nc2ccccc2C)C(c2ccccc2)NC(=O)N1 (stereo not drawn) | 1% | 0 | 8% | 4% | -7% | -9% | 4% | -1.5 | 0%
CC(C)NC(=O)C1(C)CN(S(C)(=O)=O)CC(=O)N1C1CCN(Cc2ccccc2)CC1 (stereo not drawn) | -1% | -1 | -5% | -15% | -13% | -1% | -3% | 0.6 | 20%
CCOc1cccc(C(=O)N(Cc2ccco2)C2CCS(=O)(=O)C2)c1 (stereo not drawn) | -2% | 1 | 0% | 0% | 12% | 14% | -3% | 0.9 | -6%
COC(=O)c1ccc2c(c1)N(C)S(=O)(=O)c1cnc(SCC(=O)C(C)(C)C)nc1-2 | -11% | 1 | -4% | -3% | 0% | -1% | -1% | 1.5 | 7%
NS(=O)(=O)c1ccc(NC(=O)COC(=O)C2(c3ccc(F)cc3)CCCC2)cc1 | -32% | -4 | -3% | -5% | -4% | . | -7% | -0.3 | -21%
COc1ccc(C(=O)c2ccc(OC)c(N)c2)cc1N | -14% | -4 | . | -7% | 12% | -7% | 1% | 1.5 | -1%
O=C(COC(=O)c1ccc(O)cc1)Nc1ccccc1[N+](=O)[O-] | 10% | -4 | -6% | 5% | -11% | 2% | -5% | 0.3 | ?
Cc1c(NC(=O)COc2ccc3ccc(=O)oc3c2)c(=O)n(-c2ccccc2)n1C | 9% | 6 | 0% | 13% | 3% | 3% | -8% | -0.3 | 1%
COc1ccc(C(=O)COC(=O)CCCn2c(=O)oc3ccccc32)cc1 | -21% | 0 | 1% | 7% | -1% | 10% | -17% | -0.4 | -20%
O=C(Nc1ccccc1)OCc1cn(-c2ccc(Cl)cc2)nn1 | 0% | 0 | 3% | 8% | -10% | -7% | -8% | -0.7 | -1%
CCN(CC)S(=O)(=O)c1ccc(OC)c(NC(=O)CSc2cc(C)ccc2C)c1 | -17% | 11 | -10% | 0% | 19% | . | -3% | -0.2 | -7%
Cc1[nH]c(C)c2c(=O)n(Cc3ccc(Cl)cc3)ncc12 | -5% | 1 | 0% | 7% | 4% | -1% | -9% | -0.1 | -22%
NC(=O)C1CCN(c2oc(-c3cccs3)nc2S(=O)(=O)c2ccc(Br)cc2)CC1 | 2% | 1 | 0% | -2% | 11% | -3% | -6% | 1.7 | -10%
CS(=O)(=O)N1CCC(C(=O)Nc2cccc(Cl)c2)CC1 | -30% | -3 | -1% | 5% | -7% | 24% | -9% | 0.0 | -8%
CCOC(=O)CSc1nc2ccccc2c(=O)n1NC(=O)c1ccccc1 | -12% | . | 12% | 3% | 28% | 17% | -10% | 0.7 | -8%
O=C(NCC1CCCCC1)c1ccccc1[N+](=O)[O-] | 4% | 1 | 3% | 3% | 1% | -6% | 8% | 2.8 | 5%
CC(=O)OCc1ccc(C2=CC(=O)CC(C)(C)C2=O)cc1 | 1% | -2 | 2% | -6% | 7% | -2% | 4% | -2.3 | -7%
O=C(NCCCN1CCOCC1)c1cc(-c2cccc(O)c2)on1 | -13% | -4 | 0% | 5% | -1% | 25% | -23% | -0.3 | 4%
Cc1cccc(C)c1OCc1cc(C(=O)N2CCC(c3ccccc3)CC2)no1 | -5% | 0 | -1% | -7% | -4% | 30% | 0% | -2.3 | -11%
O=C(c1ccc(F)cc1)C1CCN(Cc2ccc(F)cc2)CC1 | 3% | -3 | 10% | -6% | 4% | 19% | 7% | -2.6 | -1%
Cc1ccccc1-n1nnnc1SCC(=O)NC1CC1 | 1% | -3 | 1% | 8% | 8% | 1% | -14% | 0.1 | 0%
CCCCN(C(=O)COc1ccc(F)cc1)c1c(N)n(CC(C)C)c(=O)[nH]c1=O | 0% | 5 | 1% | 13% | 8% | -22% | -6% | 1.5 | -8%
O=C(COC(=O)c1ccccc1)Nc1cccc(S(=O)(=O)N2CCCCC2)c1 | -15% | 3 | -1% | 13% | 12% | ? | -3% | -4.8 | -3%
CCOc1ccc2[nH]c(=O)c(CN(Cc3cccs3)C(CC)c3nnnn3C(C)(C)CC)cc2c1 (stereo not drawn) | 4% | ? | 1% | 14% | 8% | 13% | 8.4µM* | -1.9 | -4%
CCOc1ccc2[nH]c(=O)c(CN(Cc3ccccc3)C(=O)N3CCCC3)cc2c1 | 2% | . | 2% | 0% | 4% | 21% | -5% | 0.7 | 0%
CCOc1ccccc1-n1nnnc1SCC(=O)OC | 5% | -7 | 1% | 7% | -4% | -5% | -11% | -0.1 | -3%
CN(C)CCCCCN(C)Cc1cc2ccccc2o1 | 3% | -3 | 1% | 12% | 6% | 7% | -26% | 1.8 | 3%
COc1ccccc1C(=O)NCC(=O)N1CCN(S(=O)(=O)c2ccc3c(c2)OCCO3)CC1 | 6% | 0 | -5% | -2% | -6% | -6% | 3% | 6.3 | -2%
O=C(Nc1nc2ccccc2s1)C1CC(=O)N(c2ccc(Br)cc2)C1 (stereo not drawn) | -7% | 4 | 9% | 17% | ? | 2% | -2% | -2.4 | -17%
CC(=O)Nc1cc2c(cc1Br)OCCO2 | -2% | 2 | -2% | -2% | 13% | -16% | -8% | -2.1 | -27%
CC(C)(O)[C@H](O)Cc1cc2ccc(=O)oc2cc1O[C@@H]1O[C@H](CO)[C@@H](O)[C@H](O)[C@H]1O | 4% | 1 | -5% | -21% | -12% | -26% | -5% | 0.8 | -10%
